PAX8 reporter: inhibitors of PAX8-driven TPO luciferase reporter, primary screen, RMG-I cells, single concentration. SteadyGlo, 24 h. inhibition, % at 12.6 µM. hit rate 1.2% among 360,000. AID 652154, 2013;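 active = mean replicate inhibition at least 60% with every replicate also reaching 60%; inconclusive = only one of the two criteria is met; inactive = mean below 60% and not all replicates reaching 60%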;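 also: luciferase light reporting Pax8 driven TPO promoter activity; plate controls were median of neutral control wells for no effect and mitoxantrone controls for full effect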
INS-1E GSIS act: GLuc luminescence reporter in INS-1E cells, primary screen for activators of glucose-dependent secretion of insulin; INS-1E GLuc reporter insulin secretion, 2-3 h; activation, % at 16.6 µM; hit rate 0.61% among 370,000; AID 743287, 2014;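 active = lowest replicate activation of at least 40%, so every replicate reaches that level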;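 also: 0% = median of neutral control wells and 100% = median of IBMX positive control wells; some compounds called inactive have numbers as strong as hits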
PGC1a acetyl inh: inhibitors of PGC1a acetylation signal, primary screen, cell-based, U2OS, AlphaScreen, inhibitor mode | AlphaScreen anti-acetyl-lysine; with virally co-expressed GCN5 acetyltransferase | inhibition, % at 15.6 µM | AID 651687, 2012 | hit rate 0.17% among 350,000;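 active = every replicate shows inhibition of at least 40%; inconclusive = mean inhibition at least 40% but some replicate below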;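 also: 0% = neutral control wells and 100% = positive control wells; some results beyond the cut were filed as inactive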
ARNT TACC3 PPI: disruptors of ARNT/TACC3 protein interaction, primary screen, biochemical, AlphaScreen, single concentration; AlphaScreen His-ARNT PAS-B/GST-TACC3 binding, luminescence; TACC3 fragment carries E629A point mutation; inhibition, % at 9.99 µM; hit rate 0.66% among 390,000; Transforming acidic coiled-coil-containing protein 3 (Homo sapiens), Q9Y6A5;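 active = mean inhibition of replicates at least 50% and at least half of replicates each reaching 50%; inconclusive = half or more replicates reach 50% but mean below 50%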;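 also: 0% = complete ARNT plus TACC3 wells and 100% = ARNT alone without TACC3; many hits fall short of the cut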
Statin myotox sup: suppressors of statin myotoxicity in C2C12 myotubes, primary screen, cell-based, single point, plate reader; C2C12 myotubes + simvastatin, ATP luminescence, 48 h; scaled: DMSO 0, geranylgeraniol control 100; rescue of ATP level, % at 7.49 µM; AID 602340, 2012; hit rate 0.78% among 330,000;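 active = mean ATP rescue above about 67%, or every replicate alone reaching that limit, limit read from the data, passing the limit was not always enough; inconclusive = no clear call, values can overlap the other calls; inactive = mean under the limit and some replicate under it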;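 also: myotubes were challenged with 10 µM simvastatin during compound exposure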
PglD DTNB: C. jejuni PglD acetyltransferase inhibitors, primary screen, biochemical, DTNB colorimetric, single point; inhibition, % at 12.5 µM; AID 602405, 2012; purified PglD enzyme, DTNB colorimetric CoA detection; hit rate 0.098% among 360,000; in the data active = inhibition above about 16%, passing the limit was not always enough; inconclusive = no clear call, values can overlap the other calls; also: strong numbers were not always called active
Cneo AK release: Cryptococcus neoformans cell lysis inducers, primary screen, AK release luminescence, single concentration | C. neoformans lysis, adenylate kinase release luminescence, 4 h; normalised: neutral wells 0, clomiphene wells 100 | lysis activity, % at 15 µM | hit rate 0.2% among 360,000 | AID 651654, 2012;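 active = mean lysis activity across replicates of at least 80%, whatever share of replicates individually reach that level; inactive = mean lysis activity below 80%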
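Material: C. neoformans cells; Schedule: 4 h static compound exposure, 37 °C, read 1 h post-reagent; Measured by: adenylate kinase release luminescence; Read-out: signal increase indicating cell lysis; Controls: Clomiphene as positive lysis control.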
LGR2 inh: inhibitors of bursicon-induced LGR2 CRE-luciferase signal, primary screen, cell-based, HEK293, CRE-luciferase reporter, bursicon stimulation; hit rate 0.35% among 380,000; bursicon-stimulated, 4 h; Drosophila bursicon receptor LGR2 (rickets); inhibition, % at 9.99 µM;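 active = drop in luminescence signal, shown as inhibition above about 50% in the replicate tests, limit read from the data, passing the limit was not always enough; inconclusive = probably only some replicates passing the limit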;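 also: agonist challenge used bursicon conditioned medium at about half maximal strength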
* marks the source's active call; other numbers are inactive results; ? = inconclusive; / = not tested or not shown. Hits appear at their usual frequency; 2.9% or so of the library scored in one or more.

Under each structure – PAX8 reporter, INS-1E GSIS act, PGC1a acetyl inh, ARNT TACC3 PPI, Statin myotox sup, PglD DTNB, Cneo AK release, LGR2 inh
COc1ccccc1NS(=O)(=O)c1ccc(/C=C/C(=O)O)cc1
 : -2, 8, 9, -9, -1, -3, -1, 11
Cc1ccc(C2(C(F)(F)F)NC(=O)N3CCN=C3S2)cc1 (stereo unspecified)
 : 0, /, -9, -7, 1, 0, 0, /
CCN(CC)c1ccc(NC(=O)COC(=O)C2CCN(c3ccc(C(F)(F)F)cn3)CC2)cc1
 : -11, 10, /, 0, /, /, /, -8
Nn1c(SCC(=O)N2CCCc3ccccc32)nncc1=O
 : -4, -13, -3, 1, /, /, /, -4
Cc1cc(C)nc(NC(=O)NS(=O)(=O)Nc2ccc(Br)cn2)n1
 : /, /, ?, -7, -2, 7, 0, /
O=C(N/N=C/c1cccs1)c1ccc2ccccc2c1
 : -80, 5, -8, 18, -3, 3, -4, -61
CCCC#Cc1ccc([C@@H]2[C@H](C#N)N(S(C)(=O)=O)[C@H]2CO)cc1
 : -12, -11, -2, 19, -12, -2, 48, 11
COc1ccccc1-c1cnc2c(c1)C(=O)N([C@H](C)CO)C[C@H](C)[C@@H](CN(C)C(=O)CC1CC1)O2
 : /, -12, -3, -7, 1, 4, 2, 16
CC1(c2nnc(-c3cccc(Cl)c3)o2)CC(c2ccc(C#N)cc2)=NO1 (stereo unspecified)
 : -7, 5, 13, -1, 0, 5, 1, 18
O=C(Nc1cccc2ncccc12)c1ccco1
 : 6, 4, /, -6, -3, -2, -5, 7
CCN1CCC(=NNC(=O)CC23CC4CC(CC(C4)C2)C3)CC1
 : /, /, 13, 2, 3, 0, -1, /
COc1ccc(N(C)S(=O)(=O)c2cccc(C(=O)OC(C)C(=O)NC3CCCCC3C)c2)cc1 (stereo unspecified)
 : /, -54, /, -5, -38, /, /, 15
CCCCN(C=O)c1c(CC)nc2ccc(C(=O)N3CCN(c4ccccc4)CC3)cn12
 : -16, -18, 0, /, 5, 1, 1, -39
COc1cc(OC)c(-c2nn3c(C4CCCCC4)nnc3s2)cc1OC
 : /, 29, -13, 14, /, 8, -7, 27
O=C(C1CCC1)N1CC(=O)N2[C@H](CO)[C@@H](c3ccc(Br)cc3)[C@H]2C1
 : -10, 10, -3, /, /, /, /, 9
COc1ccccc1OC(C)C(=O)Nc1ccc2c(c1)OCCO2 (stereo unspecified)
 : -24, 11, 8, 7, 11, -1, 0, -15
CC1=C(C)C(=O)C(CCCCC#CCCCC#CCO)=C(C)C1=O
 : /, /, 0, 7, 4, 0, -5, /
CCN(CC)c1ccc(S(=O)(=O)N2CCOCC2)cc1NC(=O)COC(=O)/C=C/c1ccc(O)c(OC)c1
 : 14, 10, /, /, -3, -5, -8, -4
O=C(O)c1[nH]c2ccccc2c1C(c1cc(Br)ccc1O)c1c(C(=O)O)[nH]c2ccccc12
 : 20, 57, -9, -4, 7, 3, 0, 5
CC(C)[C@H](NS(=O)(=O)c1ccc(Cl)cc1)C(=O)OCC(=O)c1c(N)n(C)c(=O)n(C)c1=O
 : -16, -8, 2, 26, -5, -4, 6, -1
COc1ccc(OC)c(NC(=O)CN2C(=O)C3(OCCCO3)c3ccccc32)c1
 : /, -7, -10, -10, 17, -2, 0, 9
COc1ccc(NC(=O)N[C@H]2CC[C@@H](CCNC(=O)c3cc(Cl)cc(Cl)c3)O[C@H]2CO)cc1
 : 5, -22, 0, -12, 14, 0, -7, -1
O=Cc1ccc(N2CCCC2)c([N+](=O)[O-])c1
 : -6, 15, -4, 3, -1, /, /, -20
Cc1ccc(NC(=O)c2ccccc2-c2ccccc2C(=O)O)cc1
 : 10, 16, /, -8, /, /, /, -16
COc1ccc(CN(C)C[C@H]2OCCCC[C@@H](C)Oc3ccc(NS(=O)(=O)c4ccc(Cl)cc4)cc3C(=O)N([C@H](C)CO)C[C@H]2C)cc1
 : 11, -2, -2, 6, /, -2, 1, -1
COc1ccnc(Oc2ccc(F)cc2)c1C(=O)N/C=N/OCc1ccc(F)cc1Cl
 : /, -4, 2, -2, -13, 1, 0, 3
CCOC(=O)C1=C(c2ccccc2)NC(SCC(=O)Nc2ccc(C)cc2)=C(C#N)C1c1ccco1 (stereo unspecified)
 : /, /, -5, -10, -1, -4, -1, 5
CN(C1CCCCC1)S(=O)(=O)c1ccc(=S)[nH]c1
 : 0, 19, -6, 3, 21, -4, 2, 24
O=C(Cn1cc([N+](=O)[O-])cn1)NCc1ccc(-n2cccn2)cc1
 : 9, 30, 6, -6, /, /, /, 26
Cc1cccc(N(Cc2ccccc2)C(=O)c2ccc(C)c(S(=O)(=O)N3CCOCC3)c2)c1
 : 9, -21, -8, 0, -5, -7, 2, 16
CCc1nc2c(OCC(N)=O)cccn2c1N(C)C(=O)c1ccc(OC)cc1
 : 6, 16, -22, /, 2, 0, 1, -6
Cc1ccc(C)c(NC(=O)CCN2CCN(C)CC2)c1
 : -1, -14, -11, 1, -4, 1, 4, 7
Nc1n[nH]c(S(=O)(=O)CCCc2ccccc2)n1
 : /, /, -4, -4, 12, -3, 10, /
Cc1cccc(-n2cc(-c3ccc([N+](=O)[O-])cc3)[nH]c2=S)c1
 : 37, 7, 7, -4, -2, 0, -1, -20
Cc1ccc(CC(=O)Nc2cccc([N+](=O)[O-])c2)cc1
 : -6, -7, /, 5, 3, /, /, 6
COc1ccc(C(=O)COc2ccc(F)cc2)c(O)c1
 : -164, 3, -8, 31, -22, 3, -3, -44
O=c1nc(-c2ccccc2)cc(-c2ccccc2)[nH]1
 : /, 27, -1, 1, /, 4, -1, /
CN(C)C(=O)c1cccc(-c2ccc3n(c2=O)C[C@@H]2[C@@H](CO)[C@H](C(=O)NCC4CC4)N[C@H]32)c1
 : /, -4, /, -5, -8, 4, 1, 10
Cc1ccc2oc(-c3cccc(NC(=O)C4CCCO4)c3)nc2c1 (stereo unspecified)
 : /, /, -4, -1, -6, -3, -4, /
COc1ccc(/C=C(/NC(=O)c2ccccc2)C(=O)N/N=C/c2ccncc2)c(OC)c1
 : 12, 7, /, 2, /, /, /, -2
O=C1NC(=Nc2ccccc2)c2ccc([N+](=O)[O-])cc21
 : 6, 41, 0, -14, /, -4, 3, -10
O=C(Nc1ccc(-c2ccccc2)cc1)[C@@H]1[C@@H](CO)[C@@H]2Cn3c(cccc3=O)[C@@H]2N1CC1CCCC1
 : -18, -12, 11, /, /, /, /, 40
O=C(Nc1cnn(Cc2ccccc2)c1)c1cc2nc(-c3ccco3)cc(C(F)(F)F)n2n1
 : /, /, 0, -12, 125*, -3, 0, /
CCCNC(=O)C1(C)CCCN(Cc2cccn2C)C1 (stereo unspecified)
 : 0, 4, /, /, 3, 2, 0, 5
NC(=O)Cn1nnc(-c2ccc(NC(=O)c3ccc(F)cc3)cc2)n1
 : -93, 1, /, -2, /, /, /, -57
COc1ccc(CNC(=O)CN(Cc2ccc(Cl)cc2)S(C)(=O)=O)cc1
 : -8, -11, /, -5, 5, /, /, -8
CCc1c(C)sc(NC(=O)c2ccccc2[N+](=O)[O-])c1C(N)=O
 : -9, -2, /, 0, /, /, /, -1
Cc1nn(-c2ccccc2)c(C)c1/C=N/NC(=O)c1cccs1
 : 35, -1, 8, 5, /, -4, -3, -58
COc1ccc(Nc2ncc3c(n2)CC(c2ccccc2)CC3=O)cc1 (stereo unspecified)
 : /, -18, 3, 1, 7, -1, -1, /
CC(=O)c1cccc(CN2CCC(CO)(CCOc3ccccc3)CC2)c1
 : 0, /, -4, 1, 9, 4, -3, 3
COc1ccc(OC)c(N2C(=O)C(Cl)=C(N3CCCCC3)C2=O)c1
 : /, 38, 11, -1, 21, /, /, -4
Cc1cc(C)c(S(=O)(=O)N2CCN(C(=O)c3ccc4c(c3)OCO4)CC2)c(C)c1
 : 18, -26, /, -3, 32, -5, 3, 6
O=C(NCC(c1ccco1)N1CCN(c2ccccc2F)CC1)c1ccc2c(c1)OCO2 (stereo unspecified)
 : 9, -37, /, 6, 18, -1, 0, 1
CC(C)(C)C(=O)Nc1nnc(CSCc2ccccc2F)s1
 : /, /, 3, -17, 0, 5, 3, /
COc1ccc(CNC(=O)C2CC(c3cc(C(F)(F)F)cc(C(F)(F)F)c3)=NO2)cc1 (stereo unspecified)
 : 10, -14, /, -3, -41, -2, 7, -5
COc1ccccc1NC(=O)C(=O)Nc1ccc2c(c1)N(C(=O)C1CC1)CCC2
 : 79*, -2, /, -11, -19, -2, 0, -10
O=S(=O)(N[C@@H]1CCCN(Cc2cccc(OCCO)c2)C1)c1ccc2ccccc2c1
 : 3, /, /, 3, /, 3, 51, /
O=C(Nc1ccccc1)N1CCCCN2[C@H](CO)[C@@H](c3ccc(C#Cc4ccccc4)cc3)[C@@H]2C1
 : 18, -4, -13, 11, /, 0, 1, 11
COc1ccc(-c2csc(N3C(=O)CNC3=S)n2)cc1
 : -122, 5, /, 2, /, /, /, 10
CCOC(=O)c1cn(Cc2ccccc2)c2cc(C)nn2c1=O
 : -13, 21, 4, -9, 9, /, /, -15

Other compounds follow.
Under each structure – PAX8 reporter, INS-1E GSIS act, PGC1a acetyl inh, ARNT TACC3 PPI, Statin myotox sup, PglD DTNB, Cneo AK release, LGR2 inh
COc1ccc(NC(=O)CN(C)C(=O)CSc2ccc(Br)cc2)cc1
 : 27, -45, /, -5, 12, -2, 1, 11
COc1cccc(C(c2sc3ncnn3c2O)N2CCN(C(=O)c3ccco3)CC2)c1 (stereo unspecified)
 : -25, -9, -3, 0, 4, 3, 4, -1
COc1ccc(CNC(=O)C2CCCN(S(=O)(=O)c3cc(C)ccc3OC)C2)cc1 (stereo unspecified)
 : /, /, -3, -11, 3, 2, 3, /
CCCCNS(=O)(=O)CCNCc1ccco1
 : -13, -6, /, 32, 4, -1, 2, -8
COc1cccc(C(=O)NCc2ccc3c(c2)OCO3)c1
 : 12, -11, -7, -1, 19, 5, 0, -16
C[C@H](CO)N1C[C@H](C)[C@H](CN(C)CC2CCCCC2)OCCCC[C@H](C)Oc2ccc(NC(=O)C3CCCCC3)cc2C1=O
 : 2, -14, -20, 8, /, 0, 3, -16
C[C@@H](O)C#Cc1cnc2c(c1)C(=O)N([C@@H](C)CO)C[C@H](C)[C@H](CN(C)C(=O)CC1CC1)O2
 : /, 18, 1, -7, 9, 1, 6, 4
Cc1cc(NC(=O)c2cc(-c3ccc(OC(C)C)cc3)nc3ccccc23)no1
 : -28, -6, 4, 3, /, -1, -1, -28
Cc1cc(SCC(=O)NC(=O)NCc2ccco2)nc2c(C)cccc12
 : /, /, -5, 0, 15, -7, 1, /
CC1CCCCN1CCCNC(=O)c1ccc(Br)cc1 (stereo unspecified)
 : -3, 16, -11, 4, 3, 0, 0, 10
C[C@@H]1CN([C@@H](C)CO)C(=O)c2cccc(NS(=O)(=O)c3ccc(F)cc3)c2O[C@@H]1CN(C)Cc1ccncc1
 : 19, 3, 4, -6, -6, -2, 2, 5
CN(C)c1nc(-c2ccccc2)ncc1S(=O)(=O)c1ccccc1
 : 5, 12, 10, -8, /, /, /, 15
CC1(C(=O)NS(=O)(=O)c2ccccc2)CCN1C(=O)Cc1cccs1 (stereo unspecified)
 : -4, 7, 2, /, 18, 0, 0, 7
